Mcl-1 Bim block = disrupts Bim peptide binding to human Mcl-1; AID 1009; 0.1% of 190,000 active; Bead-based flow cytometry, Bim peptide-Mcl-1 binding; inhibition, % at 10 µM; in the data active = inhibition above about 40%;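 note: 0% = no compound tracer wells and 100% = peptide blocker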
Target sequence (Q07820 whole entry, looked up): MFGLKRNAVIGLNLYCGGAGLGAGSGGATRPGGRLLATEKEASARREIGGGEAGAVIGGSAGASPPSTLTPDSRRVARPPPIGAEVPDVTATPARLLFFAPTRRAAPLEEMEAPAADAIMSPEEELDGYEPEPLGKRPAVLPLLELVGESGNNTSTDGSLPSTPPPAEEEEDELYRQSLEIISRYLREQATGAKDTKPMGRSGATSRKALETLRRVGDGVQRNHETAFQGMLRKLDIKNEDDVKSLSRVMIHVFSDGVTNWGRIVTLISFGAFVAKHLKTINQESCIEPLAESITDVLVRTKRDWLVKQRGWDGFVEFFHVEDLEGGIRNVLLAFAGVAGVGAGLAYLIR
HRas wt GTP = changes GTP binding to wildtype human HRas. P01112. GST-Ras wt beads, Bodipy-FL-GTP binding, flow cytometry; actives lie on both sides. GTP binding activity, % at 10 µM. 0.14% of 190,000 active. AID 759;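 active = GTP binding activity at least 20% away from the 100% baseline, either lowered as inhibitor or raised as activator; inconclusive = flagged as likely green fluorescent, judged across all proteins in the well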;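 note: 0% = unlabeled GTP competition control and 100% = no-compound control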
Target sequence (P01112 whole entry, looked up): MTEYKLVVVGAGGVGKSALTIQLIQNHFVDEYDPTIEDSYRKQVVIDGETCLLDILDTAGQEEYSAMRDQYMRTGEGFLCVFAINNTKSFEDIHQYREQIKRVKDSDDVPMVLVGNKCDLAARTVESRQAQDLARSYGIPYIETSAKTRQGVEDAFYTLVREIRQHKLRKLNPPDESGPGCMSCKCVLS
Mcl1-Bid inh = disrupts binding of human Mcl-1 to Bid peptide; Q07820; TR-FRET Mcl-1/Bid-Dy647 peptide binding, 1536-well; inhibition, % at 21.7 µM; 0.97% of 220,000 active; AID 1021;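 active = compounds that cut the binding signal by more than half at the single screening dose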;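 note: His-tagged Mcl-1 with europium anti-His antibody binding Bid BH3 peptide; 0% = Mcl-1 plus peptide wells and 100% = peptide-only wells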
Pf gamet viab = P. falciparum stage V gametocyte viability inhibition; P. falciparum stage V gametocytes, ATP luminescence, 24 h; inhibition, % at 10.9 µM; 0.065% of 150,000 active; AID 743093;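 active = inhibition above the mean plus 3 SD of compounds within the control limits, set per campaign, cut at about 38% in these data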;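 note: 0% = DMSO wells and 100% = medium only without gametocytes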
Avidin bead fluor = avidin bead compound fluorescence profile | fluorescence (KMESF) at 10 µM | 0.38% of 220,000 active | Avidin beads, compound fluorescence 488/530 nm, flow cytometry; active compounds read high; in the data active = fluorescence above about 47; note: inactives centre near 10
Cdc42 wt GTP = modulators (inhibitors or activators) of GTP binding to human Cdc42 wildtype; 0.2% of 190,000 active; GST-Cdc42 beads, Bodipy-GTP binding, flow cytometry; actives lie on both sides; percent activity (GTP binding), % at 10 µM; P60953; AID 761;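 active = percent activity GTP binding at least 20 points away from the 100% baseline, either down as inhibitor or up as activator; inconclusive = compound flagged as likely green fluorescent from well-wide comparison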;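 note: median bead fluorescence of bound Bodipy-FL-GTP at 100 nM; 0% = excess unlabeled GTP control and 100% = no compound control; below 100% means less GTP binding so inhibitor and above means activator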
Target sequence (P60953 whole entry, looked up): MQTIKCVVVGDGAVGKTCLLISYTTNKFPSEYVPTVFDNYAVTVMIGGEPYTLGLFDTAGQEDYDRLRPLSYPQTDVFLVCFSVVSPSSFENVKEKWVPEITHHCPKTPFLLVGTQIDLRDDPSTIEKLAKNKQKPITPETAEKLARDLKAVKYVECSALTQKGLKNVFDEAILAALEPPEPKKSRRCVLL
Rab7 wt modul = modulators of GTP binding to dog Rab7 wildtype GTPase. GTP binding activity (percent of control), % at 10 µM. 0.055% of 190,000 active. GST-Rab7 beads, fluorescent GTP binding, flow cytometry; actives lie on both sides; untreated = 100%, excess cold GTP = 0%. AID 758;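 active = fluorescent GTP binding to Rab7 beads changed by at least 20 points from the 100% baseline, either direction, mostly lower; inconclusive = compound itself probably fluorescent, or too few beads counted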;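 note: median green fluorescence of bound Bodipy-FL-GTP per Rab7 bead population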
Rac1 act GTP bind = modulators of GTP binding to human Rac1 activated mutant | P63000 | GST-Rac1 activated beads, fluorescent GTP binding, flow cytometry; actives lie on both sides; 100% means binding = to untreated wells | percent activity (GTP binding), % at 10 µM | 0.11% of 190,000 active | AID 764;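 active = GTP binding at least 20 percentage points away from the 100% baseline, in either direction, so actives lie on both sides; inconclusive = Compound likely fluorescent itself, or too few beads counted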
Rab2 wt GTP = changes GTP binding to wildtype dog Rab2A, up or down. P61105. GST-Rab2 wt beads, Bodipy-GTP binding, flow cytometry. GTP binding activity, % at 10 µM. 0.19% of 190,000 active;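 active = GTP binding activity at least 20 points away from 100%, either lowered or raised; inconclusive = signal likely due to the compound's own green fluorescence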;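 note: 0% = beads with excess unlabeled GTP and 100% = no-compound control corrected for plate trend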
Mcl1 Noxa PPI = disrupts binding of human Mcl-1 to Noxa peptide; 1.5% of 220,000 active; TR-FRET Mcl-1/Noxa peptide binding, 2 h; Q07820; inhibition, % at 21.7 µM;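 active = compounds that cut the protein-peptide binding signal by more than 50% relative to plate controls in a single-dose test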;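 note: His-tagged Mcl-1 with rhodamine Noxa BH3 peptide and terbium anti-His antibody; 0% = Mcl-1 plus Noxa peptide wells and 100% = peptide-only wells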
Rac1 wt GTP bind = alters GTP binding to wildtype human Rac1. 0.27% of 190,000 active. P63000. GST-Rac1 beads, fluorescent GTP binding, flow cytometry; actives lie on both sides; 0 = cold GTP competed, 100 = untreated. GTP binding activity (% of control), % at 10 µM. AID 757;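 active = GTP binding activity at least 20 points away from the 100% control level, either lower or higher; inconclusive = compound flagged as likely green fluorescent, judged across all proteins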
Numbers without * were called inactive; ? = inconclusive; nt = no result given.

smiles	Mcl-1 Bim block	HRas wt GTP	Mcl1-Bid inh	Pf gamet viab	Avidin bead fluor	Cdc42 wt GTP	Rab7 wt modul	Rac1 act GTP bind	Rab2 wt GTP	Mcl1 Noxa PPI	Rac1 wt GTP bind
CC(=O)c1cccc(NC(=S)NC(=O)c2ccc(C)cc2)c1	-5	92	-23	-17	7	93	95	97	95	16	95
C=CCC1Cc2c(Br)cccc2C(CC=C)N1 (centres undefined)	2	97	-8	-7	12	96	101	94	95	16	97
O=C(O)CCC(=O)N1N=C(c2c(-c3ccccc3)c3cc(Cl)ccc3[nH]c2=O)CC1c1cccs1 (centres undefined)	0	93	-4	-4	19	92	96	91	91	16	90
O=C(NCc1ccc2c(c1)OCO2)c1ccc2snnc2c1	-3	104	9	nt	16	108	101	100	101	11	107
O=C1C=C(NCCNc2c(F)c(F)c(CO)c(F)c2F)CCC1	-7	100	-3	14	15	100	102	96	100	6	99
O=C(CS(=O)CC(=O)N(CC(=O)NC1CCCC1)C1CCCCC1)Nc1ccc(F)cc1 (centres undefined)	-1	102	-2	-2	37	107	103	99	105	-11	106
CC1CCC(C(=O)NC(C(=O)NCc2ccccn2)C(C)C)CC1 (centres undefined)	0	101	-42	nt	6	100	99	100	100	-1	105
CCOC(=O)c1ccc2nc3c(cc2c1)CCS3	-3	103	-2	18	25	101	100	99	100	5	106
CCCCOc1ccc(NC(=O)CSCC(=O)OCC)cc1	1	100	-18	nt	18	101	103	97	101	10	99
O=C(O)CCC(=O)Nc1cccc(C(=O)Nc2ccc(Br)cc2)c1	-1	96	0	-21	8	96	97	98	98	5	100
Cc1nn(C)cc1C(C(=O)NC1CCCCC1)N(C(=O)Cc1cccs1)c1ccc(F)cc1 (centres undefined)	-8	103	6	1	16	105	104	102	101	15	112
COc1cc(NC(=O)c2cc(-n3cnnc3)ccc2Cl)cc(OC)c1	0	100	-34	19	15	104	98	101	98	8	104
FC(F)(F)c1cccc(NCc2n[nH]c(=S)n2C2CCCCC2)c1	-2	96	-31	-32	23	95	105	96	99	6	95
CCOC(=O)C1(CCc2ccccc2)CCN(C(=O)[C@@H]2C[C@@H](C)NC(=S)N2)CC1	-1	96	-78	nt	5	97	98	95	96	6	97
O=C1CCC(=O)N1OCCOc1ccc2c(c1)CCC2	-1	98	-19	-15	7	98	96	97	96	-10	97
CCc1nc2c(c(=O)c3ccccc3n2C)c(=O)n1C1CCCCCC1	-5	97	17	-9	14	102	97	97	99	22	97
Cc1cccc(OCC(=O)Nc2ccc(N3CCN(C(=O)c4ccccc4)CC3)cc2)c1	1	99	-31	nt	7	100	100	99	99	19	104
Cn1c(=O)c2[nH]c(-c3ccccc3O)nc2n(C)c1=O	3	95	-21	nt	39	94	97	94	94	59*	94
CCCOc1ccc(C2C(C(=O)OC)=CN(CCOC)C=C2C(=O)OC)cc1	1	101	-22	nt	30	100	100	100	102	7	101
O=C(Nc1ccc(Cl)cc1C(=O)NCCN1CCOCC1)c1ccc(Cl)cc1Cl	-2	98	1	nt	15	103	100	98	99	-4	106
CCOC(=O)CCc1c(C)c2c(C)nn(-c3ccccc3)c2[nH]c1=O	2	98	-13	nt	17	101	103	96	97	-7	99
COCCNC(=O)COc1ccc(Br)cc1Cl	-6	100	-26	nt	11	102	100	99	101	23	105
CN(Cc1ccccc1)C(=O)c1c[nH]c2ccc(S(=O)(=O)N3CCOCC3)cc2c1=O	-3	97	14	nt	6	99	94	96	97	2	99
Cc1ccc(S(=O)(=O)N(c2nc(N(C)C)nc(N(C)C)n2)n2cnnc2)cc1	-2	97	3	-7	7	98	101	97	97	0	100

Complete entries from above.
Record of `COc1cc(NC(=O)c2cc(-n3cnnc3)ccc2Cl)cc(OC)c1` = Mcl-1 Bim block: 0; HRas wt GTP: 100; Mcl1-Bid inh: -34; Pf gamet viab: 19; Avidin bead fluor: 15; Cdc42 wt GTP: 104; Rab7 wt modul: 98; Rac1 act GTP bind: 101; Rab2 wt GTP: 98; Mcl1 Noxa PPI: 8; Rac1 wt GTP bind: 104
Record of `Cc1ccc(S(=O)(=O)N(c2nc(N(C)C)nc(N(C)C)n2)n2cnnc2)cc1` = Mcl-1 Bim block: -2; HRas wt GTP: 97; Mcl1-Bid inh: 3; Pf gamet viab: -7; Avidin bead fluor: 7; Cdc42 wt GTP: 98; Rab7 wt modul: 101; Rac1 act GTP bind: 97; Rab2 wt GTP: 97; Mcl1 Noxa PPI: 0; Rac1 wt GTP bind: 100

(next part)
smiles	Mcl-1 Bim block	HRas wt GTP	Mcl1-Bid inh	Pf gamet viab	Avidin bead fluor	Cdc42 wt GTP	Rab7 wt modul	Rac1 act GTP bind	Rab2 wt GTP	Mcl1 Noxa PPI	Rac1 wt GTP bind
O=C(Nc1ccc(Oc2cccnc2)cc1)c1cccc([N+](=O)[O-])c1	-1	96	-16	nt	8	96	99	97	99	23	101
Cc1ccc(NC(=O)CSCC(=O)NCCc2ccccn2)c(C)c1	-2	98	-24	8	10	99	105	96	101	10	98
CC(C)NC(=O)C(=O)NCCCN1CCOCC1	2	98	-8	-30	11	100	100	96	99	17	100
COc1ccc(N2Cc3ccccc3C2=NC(=O)c2cncc(Br)c2)cc1	-1	99	-39	-2	8	97	98	94	97	2	96
CCC(=NCCc1ccccc1)C1=C(O)CCC1=O	0	102	-34	11	9	105	103	100	104	0	105
Cc1c(NC(=O)CCC(=O)N2CCOCC2)c(=O)n(-c2ccccc2)n1C	0	98	2	-3	4	99	98	99	101	20	105
COc1ccc(OCCNC(=O)c2ccccc2OCC(=O)N2CCCCC2)cc1	68*	99	-7	16	25	100	103	99	99	-13	101
Cc1cc2cc(C)c3nnc(SCC(=O)N4CCCc5ccccc54)n3c2cc1C	-2	97	15	nt	12	95	96	94	93	-2	95
CC(=O)c1coc2ccc(OCCN3CCCCC3)cc12	-3	102	-18	-5	16	103	104	101	103	-7	108
Cc1ccc2nc(NC(=O)CCn3cccc3)sc2c1	2	95	-28	16	11	98	95	99	95	14	99
O=C(Nc1ccccn1)C1CCN(S(=O)(=O)c2cccs2)CC1	-1	102	-13	-13	9	102	101	102	103	11	108
O=C(CCN1CCN(c2ccccc2)CC1)Nc1ccc(Cl)cc1	-10	98	-3	nt	7	100	97	100	96	-2	104
O=C(NCCc1ccccc1)c1ccccc1NC(=O)C1CCCO1 (centres undefined)	1	95	-10	17	9	92	92	92	91	28	100
Cc1cccc(-n2c(SCC(=O)NC3CCCC3)nnc2-c2ccoc2C)c1	nt	103	-11	nt	8	103	96	100	100	-16	101
CCc1ccc(OC(=O)c2ccn(CC)n2)cc1	0	102	-10	nt	nt	103	98	100	99	-3	101
CC(C)CC(COCc1ccc(C(F)(F)F)cc1)N1CCN(C(=O)c2ccc(C(F)(F)F)cc2)CCC1=O (centres undefined)	0	106	7	nt	10	100	101	100	103	-4	108
Cc1ccc2c(c1)C(O)(CC(=O)/C=C/C=C/c1ccccc1)C(=O)N2 (centres undefined)	-5	103	7	20	3	103	104	100	100	26	103
O=C(COc1cccnc1[N+](=O)[O-])NCCc1ccc(F)cc1	2	94	-28	3	8	96	92	97	92	10	100
CCOc1ccc(N=C2SC(C(=O)O)CC(=O)N2C)cc1 (centres undefined)	-2	96	3	nt	14	98	96	95	97	16	96
Cc1nn(C(=O)c2ccco2)c(C)c1Sc1ccccc1	-3	100	-24	1	11	98	102	96	98	18	103
COC1=Cc2c(ccc3ccc(=O)oc23)OC1(C)C	0	101	-65	4	14	100	99	97	101	-7	101
CC(=O)Nc1ccc(S(=O)(=O)NCC2CCC(C(=O)NCCC(C)C)CC2)cc1 (centres undefined)	0	100	-21	nt	20	101	99	98	99	17	99
CCOC(=O)C(CC)(CCC(=O)O)c1csc(N)n1 (centres undefined)	2	?	-33	nt	12	?	?	?	?	5	?
O=C(C1CCC(CNS(=O)(=O)c2cccc3cccnc23)CC1)N1CCCC1 (centres undefined)	0	101	-2	nt	8	104	100	96	100	20	105
C=CCS/C(=N\n1cnc2ccccc2c1=O)N1CCCCC1	0	104	-9	-23	13	104	105	99	103	-3	100
Nc1c(Cl)cc(Cl)cc1C(=O)OCC(=O)NC1CC1	-2	98	-25	-18	26	100	101	95	99	29	107
CN(C)S(=O)(=O)c1cccc(-c2nnc(SCCNCCO)n2-c2ccc(F)cc2)c1	0	97	-13	23	12	95	92	97	96	43	96
CC(C)(C)Nc1cccccc1=O	-9	100	-9	12	66*	100	99	98	100	8	105
Cc1cccc(N2CC(C(=O)O)CC2=O)c1 (centres undefined)	-1	101	-12	nt	10	102	104	99	100	5	104
O=C(CN1CCCCCCC1)NC(=O)NC1CCCCC1	-1	98	-7	20	11	99	100	98	98	-10	102
CC(c1ccccc1)C1C(C#N)=C(N)SC(N)=C1C#N (centres undefined)	-6	98	-67	11	6	96	99	96	95	7	100
COC(=O)NC(NC(=S)Nc1ccccc1OC)C(Cl)(Cl)Cl (centres undefined)	-5	100	-31	8	21	102	99	99	100	9	104
Cc1ccc(Cn2c(SCC(=O)N3CC(=O)Nc4ccccc43)nc3ccccc3c2=O)cc1	-4	97	-40	nt	7	97	100	96	98	-46	97
CCOC1(OCC)N=C(N)C2(C#N)C(c3cccc(C)c3)C12C#N (centres undefined)	0	102	6	nt	6	104	101	100	101	5	102
COc1ccc(CCN=C(C)C2=C(O)C(c3ccccc3)OC2=O)cc1OC (centres undefined)	0	97	-1	nt	23	93	102	93	97	1	93
O=C(NC1CCCCC1)C(c1cccs1)N(CCCN1CCOCC1)C(=O)c1ccc(-c2ccccc2)[nH]1 (centres undefined)	5	101	-36	1	10	96	103	94	100	9	101
CN1CCOCCOCCOCCN(C)C1=S	-2	96	-25	-10	10	95	102	92	96	14	96
Cn1c(SCc2ccccc2)nnc1-c1cccs1	-2	100	0	nt	38	97	100	97	97	-6	100
CCN(CC)C(=O)c1cc2cc([N+](=O)[O-])ccc2s1	-2	102	15	-14	8	102	98	99	104	12	100
COc1ccccc1N1CCN(CCC(=O)Nc2ccc3c(c2)OCO3)CC1	0	99	-47	nt	13	97	103	99	103	-10	94
CCN(C#N)c1nc(NC(C)C)nc(NC(C)C)n1	-1	96	-7	nt	6	98	101	96	97	3	103
CCOC(=O)N1CCN(C(=O)CSc2nc(C)nc3c2c(=O)n(C)c(=O)n3C)CC1	0	95	-7	7	10	95	104	93	96	2	97
O=C(c1ccc(COc2ccccc2Br)o1)N1N=C(C(F)F)CC1(O)C(F)F (centres undefined)	-2	98	10	49*	2	99	98	96	100	14	98
CCOc1ccc(-c2nc3scc(-c4cccs4)c3c(=O)[nH]2)cc1	1	94	-4	-2	12	98	95	95	98	20	99
Cc1cc(C(=O)c2cnc(/N=C/N(C)C)s2)c(F)cc1Cl	0	97	-7	-2	8	95	101	96	98	3	99

Compound activity as filed in PubChem BioAssay.
